yeast sgs1 mgt1 – NCI yeast anticancer drug screen, S. cerevisiae sgs1 mgt1 strain; hit rate 10% among 78,000; % growth inhibition at 50 µM;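 also: 0% = growth of vehicle-only cultures of the same strain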
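Compounds are added to genetically altered yeast, and growth is compared with cultures given vehicle alone to give percent inhibition.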
rad50 – NCI yeast anticancer drug screen, S. cerevisiae rad50 strain; growth inhibition, % at 50 µM; hit rate 10% among 79,000;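 also: 0% = growth of vehicle-only cultures of the same strain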
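DNA repair mutant yeast, compound exposure, growth read-out; inhibition is taken relative to vehicle.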
mec2-1 – NCI yeast anticancer drug screen, S. cerevisiae mec2-1 strain; % growth inhibition at 50 µM; hit rate 9% among 79,000; AID 157;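 also: 0% = growth of vehicle-only cultures of the same strain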
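Strain: mec2-1 (DNA repair/cell cycle alteration). Compound exposure, then growth measured; inhibition expressed relative to vehicle.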
bub3 – NCI yeast anticancer drug screen, S. cerevisiae bub3 mutant strain | AID 167 | hit rate 9.9% among 78,000 | % growth inhibition at 50 µM;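 also: 0% = growth of vehicle-only cultures of the same strain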
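Whole-cell yeast assay. The mutant strain was incubated with compounds, and growth inhibition was determined by comparison with vehicle-treated cells.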
yeast mlh1 rad18 – NCI yeast anticancer drug screen, S. cerevisiae mlh1 rad18 strain; AID 175; hit rate 11% among 79,000; growth inhibition, % at 50 µM;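 also: 0% = growth of vehicle-only cultures of the same strain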
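A repair-deficient yeast strain is exposed to test compound, and growth is scored relative to vehicle-treated controls.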
cln2 rad14 – NCI yeast anticancer drug screen, S. cerevisiae cln2 rad14 strain. hit rate 8.3% among 78,000. % growth inhibition at 50 µM. AID 165;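 also: 0% = growth of vehicle-only cultures of the same strain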
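Yeast carrying cln2 and rad14 alterations (cell cycle control and DNA damage repair) were exposed to compounds. Growth inhibition was measured against vehicle-treated controls.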
* hit, by the source's call. Rule as the data show it: active = growth inhibition above about 70%; inactive = the rest.

SMILES | yeast sgs1 mgt1 | rad50 | mec2-1 | bub3 | yeast mlh1 rad18 | cln2 rad14
Nc1ccc(C(=O)NN2C(=O)C(Cl)C2c2ccccc2)cc1 (stereo not given) | -63 | -30 | -32 | -30 | -38 | -2
CC(=O)NC(CCSSCCC(NC(C)=O)C(=O)ON1C(=O)CCC1=O)C(=O)ON1C(=O)CCC1=O (stereo not given) | -8 | -54 | -10 | 0 | -5 | 16
COc1ccc(NC(=O)Oc2ccc(C#N)cc2)cc1 | 6 | -1 | -16 | 10 | -2 | 8
COc1cc2c(cc1O)C1CN(C2)Cc2cc(OC)c(O)cc21 | 30 | 51 | 35 | 34 | 74* | 79*
CC1CCC2C(CCC3CCCCC32)C1 (stereo not given) | -2 | -8 | -2 | 2 | -4 | 6
CC(C)(O)C(C(=O)NN)c1ccccc1 (stereo not given) | 3 | 1 | 1 | 10 | -16 | -6
COc1cc(/C=C/C(=O)c2sc(NNC(C)=O)nc2C)ccc1O | 19 | 16 | 7 | 19 | 27 | 23
CN(C)CCCNC(=O)/C=C\C(=O)O | 0 | 6 | 4 | 3 | -6 | -5
O=[N+]([O-])c1cccc(C2=NOC3CCCC23)c1 (stereo not given) | 15 | 18 | -8 | -8 | 17 | 14
Cc1ncc(COP(=O)(O)O)c(C)c1O | -34 | -16 | -10 | -31 | -14 | -34
CC1C(c2ccccc2)OC(c2ccccc2)N1C (stereo not given) | 21 | 3 | -7 | 10 | -15 | 55
c1ccc(C2C(c3nc4ccccc4o3)C(c3ccccc3)C2c2nc3ccccc3o2)cc1 (stereo not given) | -6 | 8 | 3 | -2 | 13 | 21
COC1CN(C(C)(C)C)C1 | -1 | 3 | 6 | 7 | 1 | 3
CC1=C2c3ccccc3N(C(=O)/C=C/C(=O)O)[C@H]2[C@H]2C(=O)OC(=O)[C@H]2C1 | 57 | 46 | 32 | 27 | 33 | 18
c1ccc(CCC2CCCO2)cc1 (stereo not given) | -4 | -17 | 7 | -20 | 7 | -15
CC1CCC23C1CC(CC(O)C2(C)O)C3(C)C (stereo not given) | -1 | 17 | 4 | -6 | 18 | -22
C=C1C(=O)OC2CCCCC3OC3C12 (stereo not given) | 31 | 29 | 46 | 23 | 47 | 2
O=C1CN(Cc2ccc(Cl)cc2)CC(=O)N2Cc3ccccc3CN12 | -13 | -16 | -14 | 64 | -11 | 5
CN(CCO)CC(O)Cn1cnc2ncnc(N)c21 (stereo not given) (tested in a mixture with another compound) | -11 | -37 | 29 | -11 | 21 | 46
CNC(=O)OCc1c(COC(=O)NC)c(C)n(-c2ccc(C)cc2)c1C | 27 | 2 | -18 | 39 | 18 | 0
COCOC(C)=O | 4 | -9 | -6 | -12 | 1 | 0
N#CCCc1ccnc2ccccc12 | 1 | 2 | -6 | -4 | -15 | -43
CC(C)(N)CCl | -17 | 24 | -13 | 5 | 24 | 3
CCOC(=O)C(NC(=O)NCc1ccc(F)cc1)C(F)(F)F (stereo not given) | -32 | -47 | 2 | 52 | -43 | 19

Part of the list above in another layout.
molecule,yeast sgs1 mgt1,rad50,mec2-1,bub3,yeast mlh1 rad18,cln2 rad14
CC1=C2c3ccccc3N(C(=O)/C=C/C(=O)O)[C@H]2[C@H]2C(=O)OC(=O)[C@H]2C1,57,46,32,27,33,18
c1ccc(CCC2CCCO2)cc1 (stereo not given),-4,-17,7,-20,7,-15
CC1CCC23C1CC(CC(O)C2(C)O)C3(C)C (stereo not given),-1,17,4,-6,18,-22
C=C1C(=O)OC2CCCCC3OC3C12 (stereo not given),31,29,46,23,47,2
O=C1CN(Cc2ccc(Cl)cc2)CC(=O)N2Cc3ccccc3CN12,-13,-16,-14,64,-11,5
CN(CCO)CC(O)Cn1cnc2ncnc(N)c21 (stereo not given) (tested in a mixture with another compound),-11,-37,29,-11,21,46
CNC(=O)OCc1c(COC(=O)NC)c(C)n(-c2ccc(C)cc2)c1C,27,2,-18,39,18,0

More records:
SMILES | yeast sgs1 mgt1 | rad50 | mec2-1 | bub3 | yeast mlh1 rad18 | cln2 rad14
Cc1sc2ccnc(C)c2c1S(=O)(=O)O | -10 | 5 | 10 | 15 | -12 | -4
O=C(Nc1ccc(Cl)c(Cl)c1)Oc1cccc(NC(=S)Nc2ccccc2)c1 | 93* | 37 | 90* | 70 | 95* | 92*
CCOC(=O)Nc1ccc(F)cc1C | -8 | 15 | 5 | 7 | -1 | -4
CCN(CC)CCCCCCCCOC(=O)c1cc(OC)c(OC)c(OC)c1 | 4 | 25 | 4 | 1 | -7 | 18
O=C(O)CC(C/C=C/c1ccccc1)C(=O)O (stereo not given) | -10 | -18 | -4 | -30 | -2 | -8
O/N=C1\C(=C\c2ccc3c(c2)OCCO3)CCCC1C(NO)c1ccc2c(c1)OCCO2 (stereo not given) | 30 | 13 | 17 | 17 | 6 | 3
COC(=O)CC#N | 10 | -13 | 5 | -1 | -13 | -3
NC1(C(=O)NCC(=O)O)CCCC1 | -25 | -11 | -18 | -10 | -4 | -9
O=[N+]([O-])c1ccc2c(c1)[nH]c1ccccc12 | 74* | 93* | 40 | 69 | 89* | 69
O=C1O/C(=C(\Br)c2ccccc2)c2ccccc21 | 55 | 53 | -1 | 29 | 32 | 4
COC(=O)c1ccc2cc1Nc1c(C#N)cnc(=S)n1-2 | 11 | -2 | 13 | 14 | 18 | 23
Nc1c(Cl)ncnc1NCCc1ccccc1 | -15 | -3 | -16 | -12 | -12 | -45
C/C(=N\NC(=O)CC(=O)Nc1ccccc1Cl)c1cc2cc(N=Nc3ccccc3Cl)ccc2oc1=O | 14 | -17 | 1 | -4 | -14 | 4
Cc1ccc(-c2c3nc(c(-c4ccc(C)cc4)c4ccc([nH]4)c(-c4ccc(C)cc4)c4nc(c(-c5ccncc5)c5ccc2[nH]5)C=C4)C=C3)cc1.Cc1ccc(-c2c3nc(c(-c4ccc(C)cc4)c4ccc([nH]4)c(-c4ccc(C)cc4)c4nc(c(-c5ccncc5)c5ccc2[nH]5)C=C4)C=C3)cc1.O=S(=O)([O-])C(F)(F)F.[Pt+2].c1ccc([PH+](CCC[PH+](c2ccccc2)c2ccccc2)c2ccccc2)cc1 | 50 | 49 | 37 | 39 | 68 | -45
CCOC(=O)C1=C(NC(=O)C(c2ccccc2)c2ccccc2)OCC1 | 5 | 5 | 5 | -13 | 8 | -49
Cc1nnnn1-c1ccc2ccccc2c1 | -7 | -25 | -24 | 0 | 4 | -21
Cc1ccc2nc(NC(=O)C(=O)C(C#N)c3nc4ccccc4s3)sc2c1 (stereo not given) | 20 | 11 | 2 | 18 | 19 | 26
CCOC(OCC)N(C)C | -3 | -15 | -5 | -6 | -27 | -5
Cc1cccc(NC(=S)N2CCOCC2)c1 | 25 | 5 | 13 | 18 | 14 | -2
CCNC(CCCCC1CCCCC1)C(=O)O (stereo not given) | 14 | 1 | 0 | 15 | -2 | 24
O=C(O)c1cccc(NC(C(=O)c2ccccc2)c2ccccc2)c1 (stereo not given) | 32 | 57 | 30 | 10 | 37 | -14
Fc1cccc(C=NC23CC4CC(CC(C4)C2)C3)c1 | -4 | -18 | -12 | -9 | -20 | 27
CCOC(=O)c1c(N=P(c2ccccc2)(c2ccccc2)c2ccccc2)nnc(-c2ccccc2)c1-c1ccccc1 | 11 | -36 | -15 | -7 | 6 | 2
CCCCCCCCCCCC(=O)NC(=S)Nc1ccc(N(C)C)cc1 | 3 | 10 | 5 | -4 | 8 | -64
CC(C)(C)N/N=C(\C(=O)NC1=C(Cl)C(=O)c2ccccc2C1=O)C1C=CCS1(=O)=O (stereo not given) | 68 | 90* | 72* | 84* | 61 | 31
COc1ccc(C(N)=S)c2ccccc12 | -9 | -1 | 12 | -10 | -2 | -39
O=C(Nc1cc(Cl)ccc1Cl)c1ccc([N+](=O)[O-])cc1 | 4 | 3 | 17 | -10 | 3 | -3
COc1ccc(C(Cc2ccccc2)C2NC(=S)NC2=O)cc1 (stereo not given) | 17 | 0 | -33 | 6 | -15 | -18
CC1(CO)CC=CCC1 (stereo not given) | -5 | -6 | -12 | 3 | 3 | -2
COc1ccc(-c2coc3c4c(c(CC=C(C)C)c(O)c3c2=O)OC(C)(C)C=C4)cc1OC | 11 | 30 | 14 | 4 | 17 | 38
CC(C)CCNC(=O)CS(=O)(=O)c1ccc(N)cc1 | -12 | -2 | -3 | -23 | -9 | -34
ClC(Cl)(Cl)C1OCOC(C(Cl)(Cl)Cl)O1 (stereo not given) | 99* | 99* | 99* | 99* | 99* | 99*
C=CCNC(=O)C(=O)NCC=C | -11 | 4 | -16 | -8 | 2 | -25
O=c1nc(N2CCCC2)ccn1C1OC(CO)C(O)C1O (stereo not given) | 3 | -3 | 10 | 9 | 3 | -1
O=C(c1cccs1)N1CCc2ccccc2C1 | -22 | 1 | -14 | 18 | -14 | -33
CCOC(=O)/C=C(/C)C(C)C | -19 | 5 | -3 | 1 | -4 | -77
C[N+]1(C)CCCC1C(=O)[O-] (stereo not given) | -2 | -6 | -7 | 7 | -1 | -4
Fc1cccc(C(F)(F)F)c1 | 13 | 2 | -18 | -12 | 16 | -17
Cc1ccc(-c2ccc(Nc3c4ccccc4nc4ccccc34)cc2)cn1 | 80* | 97* | 90* | 26 | 90* | 59
N#C/C(=C1C=C/C(=N\O)C(Cl)=C\1)c1ccccc1 | 40 | 56 | 43 | 73* | 81* | -44
O=C(NNC(=S)Nc1ccc(S(=O)(=O)N2CCCCC2)cc1)c1ccncc1 | 34 | 5 | 11 | 33 | 46 | 4
O=c1nc(Oc2ccccc2)nc2ccc(Cl)nn12 | 7 | 3 | 31 | 41 | 3 | 6
O=C(O)COc1cc(-c2ccccc2)nc2ccccc12 | 28 | 4 | 17 | 27 | 10 | 12
ClCCCCCCBr | -55 | -40 | -13 | -54 | -30 | -12
Cc1ccc(/C=N\N(C)CN(C)/N=C/c2ccc(C)cc2)cc1 | 2 | -9 | -17 | 4 | -5 | -50
Cc1[nH]n(C2=NCCN2)c(=O)c1C | -18 | 13 | 10 | -8 | -54 | -7
COc1cc2c(cc1O)C(=O)CCC(C(=O)O)=C2 | 4 | 14 | -13 | 2 | 15 | -15
C=CC(C)(C)c1cc2cc3c(cc2oc1=O)OC1(C)CCC(C(C)(C)O)OC1C3 (stereo not given) | 15 | 30 | -3 | -2 | 9 | 21
CC1=C(C(=O)Nc2cccc(Cl)c2)C(c2ccccc2O)C(C(=O)Nc2cccc(Cl)c2)=C(C)N1 | 57 | 56 | 65 | 58 | 32 | 59
COc1cc2c(cc1O)C(O)CCCC2 (stereo not given) | 42 | 7 | -15 | -6 | 12 | -4
Cc1ccc(NC(=O)C(Br)C(Br)c2ccccc2)cc1Cl (stereo not given) | 97* | 94* | 96* | 95* | 96* | 95*
CC1CC(=O)Oc2cc(O)c(O)cc21 (stereo not given) | 7 | 12 | 8 | 15 | 17 | 4
COc1ccc2c(C(=O)O)cc3c4ccccc4ncc3c2c1 | -7 | 9 | 7 | -18 | -13 | 27
C=CC[N+]12CCCC1C(=C)CC2 (stereo not given) | 0 | 9 | 0 | -7 | -3 | -38
COc1cc(Cl)c(CC(=O)c2c[nH]c3ccccc23)cc1OC | -18 | 11 | -27 | -29 | 21 | -32
CCN(CC)CCCNc1cc(O)cc2ccc(=O)[nH]c12 | 4 | -6 | 20 | -9 | -39 | -16
Cc1cc(C)c(NC(=O)Nc2ccccc2F)cc1C | 14 | 19 | 20 | 33 | 9 | 25
COC(=O)[C@H](Cc1c[nH]c2ccccc12)NC(=O)OCC1OC(n2cc(C)c(=O)[nH]c2=O)CC1N=[N+]=[N-] (stereo not given in full) | -4 | 0 | -20 | -14 | -80 | 9
O=C1CSC(=S)N1c1ccc(Cl)c(C(F)(F)F)c1 | 99* | 98* | 98* | 98* | 98* | 58
C/C=C(\C)C(=O)OC1CC(OC(=O)/C(C)=C/C)C2(C)C3C(=O)C=C(C)C2C3C1(C)C (stereo not given) | 35 | 19 | 6 | 3 | 7 | 26
Cc1noc(NC2=CC(=O)C(=O)c3ccccc32)c1C | 41 | 35 | 8 | 29 | 43 | 8
CN(C)CC(CN(C)C)c1ccccn1 | -21 | -4 | -8 | -45 | -13 | -34
CC1(C)SC2C(C(=O)O)N=C(Cc3ccccc3)N2C1C(=O)O (stereo not given) | -23 | 3 | -18 | -34 | -7 | 1

A different layout for four compounds above:
Values run as follows: yeast sgs1 mgt1, rad50, mec2-1, bub3, yeast mlh1 rad18, cln2 rad14
CC1=C(C(=O)Nc2cccc(Cl)c2)C(c2ccccc2O)C(C(=O)Nc2cccc(Cl)c2)=C(C)N1
→ 57, 56, 65, 58, 32, 59
COc1cc2c(cc1O)C(O)CCCC2 (stereo not given)
→ 42, 7, -15, -6, 12, -4
Cc1ccc(NC(=O)C(Br)C(Br)c2ccccc2)cc1Cl (stereo not given)
→ 97*, 94*, 96*, 95*, 96*, 95*
CC1CC(=O)Oc2cc(O)c(O)cc21 (stereo not given)
→ 7, 12, 8, 15, 17, 4

Screening data from PubChem BioAssay.
